MRP1 act – H69AR viability gain despite doxorubicin, primary screen, MRP-1 activator project, H69AR cells, CellTiter-Glo | viability rescue | viability increase, % at 10 µM | 140,000 compounds, 0.61% hits;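 active = viability gain under doxorubicin at or above a set limit, the compound median plus 3 SD, cut at about 4.7% in these data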;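 also: MRP-1 overexpressing cells given doxorubicin 25 µM after compound pretreatment; 18-22 h compound pretreatment then 72 h with doxorubicin before readout; 0% = doxorubicin-only wells and 100% = vehicle-treated cells without doxorubicin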
GALR2 blocker – GALR2 antagonists in receptor-expressing cells, primary screen | Galanin receptor type 2 (Homo sapiens), O43603 | antagonist mode | inhibition, % at 4 µM | 140,000 compounds, 0.39% hits | AID 828, 2007; in the data active = inhibition above about 27%;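 also: cells stimulated with galanin 1-16 at roughly its EC80; 0% = agonist challenge control and 100% = basal control without agonist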
Target sequence (O43603 whole entry, looked up): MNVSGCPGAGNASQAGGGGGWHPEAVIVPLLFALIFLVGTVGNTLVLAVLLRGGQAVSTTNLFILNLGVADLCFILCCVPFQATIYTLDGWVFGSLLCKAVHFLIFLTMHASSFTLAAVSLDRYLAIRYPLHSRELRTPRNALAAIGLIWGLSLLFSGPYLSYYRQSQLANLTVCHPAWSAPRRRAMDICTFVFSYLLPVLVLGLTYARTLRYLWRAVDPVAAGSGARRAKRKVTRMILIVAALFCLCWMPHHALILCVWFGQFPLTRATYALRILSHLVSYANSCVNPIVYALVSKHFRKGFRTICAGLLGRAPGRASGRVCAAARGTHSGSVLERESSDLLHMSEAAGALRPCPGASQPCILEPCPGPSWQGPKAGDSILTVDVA
Yeast growth inh – growth inhibitors of yeast BB579 in restrictive medium, primary screen, yeast lifespan-shortening project, S. cerevisiae; OD615, 48 h; inhibition, % at 10 µM; 140,000 compounds, 0.51% hits;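 active = inhibition above a set limit, 3 SD over the mean compound inhibition, cut at about 44% in these data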; also: inactives centre near -24
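controls = amphotericin B 10 µg/mL, positive | assay system = DeaD yeast strain BB579 | schedule = 48 h compound exposure at 30 °C after 4 h preincubation | detection = OD615 turbidity measurement | medium = restrictive CSMM-D medium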
Phagocytosis inh – inhibitors of macrophage phagocytosis, primary screen, imaging, J774A.1 cells, IgG beads; J774A.1 macrophage IgG-bead phagocytosis; inhibition, % at 5 µM; 110,000 compounds, 0.07% hits; AID 1029, 2008;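 active = inhibition above the mean of the plate negative controls plus 5 SD, cut at about 13% in these data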;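 also: phagocytic index as fraction of beads internalized from green versus red external bead signal; plate controls were DMSO negative control for no effect and cytochalasin-D positive control for full effect; some results beyond the cut were filed as inactive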
Yeast life ext – compounds extending yeast replicative lifespan, primary screen, S. cerevisiae, OD615; S. cerevisiae growth with nicotinamide; deaD strain in restrictive glucose medium; inhibition of the nicotinamide effect, % at 10 µM; 130,000 compounds, 0.68% hits; AID 775, 2007;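 active = inhibition above a set limit, placed 3 SD over the median of all compounds, cut at about 26% in these data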;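 also: 0% = nicotinamide-treated wells and 100% = cells grown without nicotinamide; some compounds called inactive have numbers as strong as hits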
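Material: Modified budding yeast, DeaD strain | Medium: Restrictive glucose medium | Probe or stimulus: 1.5 mM nicotinamide | Dosing: Single dose 10 µM compound, 0.25% DMSO | Times: 48 h at 30 °C | Technique: OD615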
HCT116 PTEN-null – growth suppression of PTEN-null HCT116, primary screen, cell-based, CellTiter-Glo. HCT116 PTEN-null viability, 60 h; hits give low values. 140,000 compounds, 1.2% hits. viability, % at 10 µM. AID 827, 2007;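 active = viability at or below a set limit, 4 SD under the median of all tested compounds, cut at about 3.7% in these data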;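 also: PTEN knockout HCT116 line with beta catenin targeted HCT116 as companion control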
HCT116 bCat-KO – primary screen for growth suppressors in beta-catenin knockout HCT116 cells (colon tumor, human). HCT116 beta-catenin knockout viability, CellTiter-Glo, 60 h; hits give low values. viability, % at 10 µM. 140,000 compounds, 1.5% hits. AID 818, 2007;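 active = viability at or under a set limit, the compound median less 4 SD, cut at about 6% in these data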;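 also: 0% = Hyamine 1622 control at 20 µM and 100% = untreated cell control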
Measles CPE – compounds protecting cells from measles virus cytopathic effect, primary screen, measles RdRp inhibitor project, single point, MLSMR library, absorbance. Measles virus-infected cells, CPE protection. protection (pct of control), % at 4 µM. 140,000 compounds, 1.5% hits; in the data active = protection mostly above about 24%, no sharp cut-off; inactive = mostly below about 26%; also: some compounds called inactive have numbers as strong as hits
E-sel TNF inh – E-selectin induction blockers in HUVEC – imaging, immunofluorescence, high content, primary screen. AID 1246, 2008. HUVEC TNFa-induced E-selectin immunofluorescence. inhibition, % at 2 µM. 120,000 compounds, 0.71% hits;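 active = inhibition above the batch mean plus 3 SD, and confirmed as a hit on visual image review, cut at about 43% in these data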;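 also: 0% = TNF-stimulated DMSO wells and 100% = unstimulated control wells; not every result past the cut was called active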
NPY Y2 blocker – NPY-Y2 receptor antagonists, primary screen, cell-based; Neuropeptide Y receptor type 2 (Homo sapiens), P49146; NPY-Y2 expressing cells, antagonist mode; inhibition, % at 2.7 µM; 140,000 compounds, 0.99% hits; AID 793, 2007; in the data active = inhibition above about 17%;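 also: 0% = vehicle with agonist challenge and 100% = reference antagonist with challenge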
Target sequence (P49146 whole entry, looked up): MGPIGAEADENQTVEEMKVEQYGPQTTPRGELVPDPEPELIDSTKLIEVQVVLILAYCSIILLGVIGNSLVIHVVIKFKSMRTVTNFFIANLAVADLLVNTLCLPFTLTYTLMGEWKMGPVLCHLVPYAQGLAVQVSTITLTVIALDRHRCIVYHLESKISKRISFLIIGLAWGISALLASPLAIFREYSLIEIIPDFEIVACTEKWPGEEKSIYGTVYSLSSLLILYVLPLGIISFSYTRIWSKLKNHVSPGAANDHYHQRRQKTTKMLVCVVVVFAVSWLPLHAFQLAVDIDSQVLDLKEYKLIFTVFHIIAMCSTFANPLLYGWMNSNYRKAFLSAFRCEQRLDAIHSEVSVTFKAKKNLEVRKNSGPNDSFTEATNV
* = called active by the depositor; . = no result given.

SMILES	MRP1 act	GALR2 blocker	Yeast growth inh	Phagocytosis inh	Yeast life ext	HCT116 PTEN-null	HCT116 bCat-KO	Measles CPE	E-sel TNF inh	NPY Y2 blocker
CCCn1c(SCC(=O)NCc2ccco2)nnc1C(C)C	-3.2	-8	-10	-2	-19	99	81	30	-26	0
COc1cc(NC(=S)NCc2ccco2)cc(OC)c1	-3.3	-9	-12	0	-7	90	84	4	-30	2
COc1ccccc1NC(=O)CN1CCC(n2c(C)nc3cc(F)ccc32)CC1	-1.6	-16	-36	.	-12	65	71	8	11	3
Cc1ccsc1C(=O)OCc1nc2ccccc2c(=O)[nH]1	-2.2	0	-1	.	5	97	93	19	-2	2
COc1ccccc1NC(=O)CC1C(=O)NCCN1C(=O)Nc1ccc(Cl)c(Cl)c1 (configuration not stated)	-6.2	-11	15	-1	-6	39	59	8	-5	-1
CC(=O)c1c(C)nc(-c2ccccc2)nc1NC(=O)C(C)C	-1.1	-14	-37	0	-9	100	104	11	16	2
CCOc1ccc(S(=O)(=O)N2CCN(C(=O)c3cc4c(s3)CCCC4)CC2)cc1	-3.5	4	-16	-8	-2	75	71	24	-15	4
COc1cccc(-c2cc(C(=O)N3CCCCCC3)no2)c1	-1.2	-8	16	3	-21	79	89	3	.	6
CCCn1c(Cc2ccccc2)n[nH]c1=S	-1.2	-16	8	2	-14	99	103	28	-2	4
O=C(COC(=O)Cc1ccc(Cl)cc1)Nc1ccc(OC(F)F)cc1	-1.4	0	-10	2	-6	97	89	11	6	4
Cc1cc(C)c(C)c(OCCCCn2cnc3ccccc3c2=O)c1	-2.5	14	-20	-3	-7	59	39	10	-26	7
N#C/C(=C/c1ccc(CNS(=O)(=O)c2ccccc2)o1)C(N)=O	-1.6	-2	-24	-9	10	97	94	24	3	1
CCn1c(SCC(=O)N/N=C/C=C\c2ccccc2[N+](=O)[O-])nc2ccccc21	-0.4	-2	-73	1	-15	93	85	5	31	2
CC(=O)c1c(C)nc2nonc2c1N	-2.6	8	-14	-2	-15	96	105	5	.	2
Cc1cc(C)c(C#N)c(SCC2COc3ccccc3O2)n1 (configuration not stated)	0.6	-7	-57	0	-13	82	79	3	.	4
CSc1cccc(NC(=O)CN(c2ccc(C)cc2C)S(C)(=O)=O)c1	-2.1	-11	-18	2	-15	85	91	30	.	-2
Cc1nn2c(COc3ccc(NC(=O)c4ccccc4Cl)cc3)nnc2c2ccccc12	-1.0	5	-4	-4	0	30	25	1	.	2
CCOc1ccc(C2N(c3ccc(F)cc3)C(=O)C3CCCN32)cc1 (configuration not stated)	-2.9	-4	-16	1	-10	100	92	7	.	2
COc1ccc(S(=O)(=O)N2CCC(C(=O)NCCC3=CCCCC3)CC2)cc1C	-1.2	7	-19	-1	-11	81	82	1	-11	3
O=C(Nc1ccccc1)C1CCCCC1	-4.9	0	-29	.	.	94	98	20	-13	2
CCn1c(-c2ccc(N(C)C)cc2)nc2ccccc21	-0.3	4	-34	0	-28	14	8	26	-5	2
COc1cc(OC)cc(C(=O)NCC(=O)N2CCCCC2)c1	-0.9	-7	-54	0	0	108	100	3	7	-2
Cc1cc(C)c(NC(=O)C2CC(=O)N(c3ccc4c(c3)OCCO4)C2)c(C)c1 (configuration not stated)	-0.5	-2	-20	1	-12	.	90	17	-2	5
O=S(=O)(Nc1nc2ccccc2[nH]1)c1ccc2ccccc2c1	0.4	-3	-25	.	5	89	82	15	13	19*
Cc1cc(C(=O)CSCCCn2c(=O)[nH]c3ccccc32)c(C)n1C	0.1	2	-69	-1	-6	103	107	13	-16	2

Complete entries from above. Screens in order: MRP1 act	GALR2 blocker	Yeast growth inh	Phagocytosis inh	Yeast life ext	HCT116 PTEN-null	HCT116 bCat-KO	Measles CPE	E-sel TNF inh	NPY Y2 blocker
COc1ccccc1NC(=O)CN1CCC(n2c(C)nc3cc(F)ccc32)CC1 in the list: -1.6	-16	-36	.	-12	65	71	8	11	3
CCn1c(SCC(=O)N/N=C/C=C\c2ccccc2[N+](=O)[O-])nc2ccccc21 in the list: -0.4	-2	-73	1	-15	93	85	5	31	2
CCCn1c(SCC(=O)NCc2ccco2)nnc1C(C)C in the list: -3.2	-8	-10	-2	-19	99	81	30	-26	0
Cc1cc(C)c(C#N)c(SCC2COc3ccccc3O2)n1 (configuration not stated) in the list: 0.6	-7	-57	0	-13	82	79	3	.	4
COc1cc(OC)cc(C(=O)NCC(=O)N2CCCCC2)c1 in the list: -0.9	-7	-54	0	0	108	100	3	7	-2

Going on with the list.
SMILES	MRP1 act	GALR2 blocker	Yeast growth inh	Phagocytosis inh	Yeast life ext	HCT116 PTEN-null	HCT116 bCat-KO	Measles CPE	E-sel TNF inh	NPY Y2 blocker
CC(O)CNCc1cccc2ccccc12 (configuration not stated)	-1.5	-3	-20	.	.	98	98	4	9	1
O=C(C1CC1)N1CCc2cc(S(=O)(=O)NC3CCN(Cc4ccccc4)CC3)ccc21	-1.5	3	10	.	1	87	84	9	8	2
COc1ccc2c(c1)c1ncn(Cc3ccco3)c(=O)c1n2C	-5.7	-9	-23	.	-23	76	87	8	28	4
Brc1ccc(/C=N/c2nc3ccccc3n2CCN2CCOCC2)cc1	-1.9	-5	-25	-2	3	102	96	12	.	1
Cc1onc(-c2ccccc2Cl)c1C(=O)N1C=CC(C(F)(F)Cl)=NCC1	-3.3	0	-63	.	3	89	104	39	57	1
Cc1ccccc1CSc1nc(-c2ccccc2)cc(=O)[nH]1	0.0	-7	-17	-8	4	97	93	21	.	9
O=S(=O)(Nc1nc2ccccc2nc1Cl)c1ccccc1	-3.2	-6	-4	-13	30*	95	98	19	2	1
O=C(Nc1ccc(Cl)cc1)Nc1nnc(CSc2ccc(Cl)cc2)s1	0.3	-23	-36	.	-3	79	88	10	64*	3
N#CCC(=O)NC(=O)NCC1CC1	-0.7	7	-11	.	5	98	97	16	54	1
CCCCn1nnnc1NCc1cc(OC)c(OC)c(OC)c1	-0.8	7	-28	-1	-10	84	94	7	-16	0
O=C(O)/C=C/c1cn(Cc2ccccc2)nc1-c1ccccc1	-2.6	7	-43	-4	-14	90	85	3	11	3
CC(C)CSc1nnc2[nH]c(=O)cc(N)n12	-0.9	9	-35	.	.	86	97	10	-11	1
COC(=O)C1=C(C)N(CC(C)C)C(=O)C1	-0.2	-6	-14	1	-4	102	89	14	-8	3
c1ccc2c(c1)OCC(c1nnc3n1-c1ccccc1SC3)O2 (configuration not stated)	-1.8	-3	-57	-1	-10	96	94	8	.	0
O=C(N1CCOCC1)N1CCOCC1	-2.5	-4	-12	1	-15	103	103	12	-18	0
O=C(CSc1nnc(COc2ccccc2)n1-c1ccccc1)c1cccs1	-3.9	0	-39	-2	-6	85	88	18	.	5
CCCC(=O)Nc1cc(C)c(NC(=O)c2ccccn2)cn1	0.4	0	15	0	-13	98	107	25	-1	4
CCCCCOC(=O)c1ccc(N2C(=O)C3C4C=CC(C4)C3C2=O)cc1 (configuration not stated)	0.9	-22	-10	0	-8	95	84	4	-3	0
C=CCNC(=S)NNC(=O)c1cccn(Cc2cccc(Cl)c2)c1=O	-3.0	-8	-27	2	-2	92	95	12	26	1
CC(NC(=O)Cc1cccs1)C(c1cccs1)N1CCN(c2ccccc2F)CC1 (configuration not stated)	-2.6	-4	-18	0	-2	60	72	22	.	1
Cc1cc(NS(=O)(=O)c2ccccc2)c(C)c(Cl)c1O	-5.6	.	-27	-3	-1	2.2*	2.3*	23	.	.
Cn1c(=O)c2c(nc(NCCc3ccccc3)n2Cc2ccccc2)n(C)c1=O	-0.5	-5	-36	-1	2	69	68	3	20	1
COc1ccc([N+](=O)[O-])cc1NC(=O)COC(=O)Cc1cc(OC)c(OC)c(OC)c1	-1.4	-3	-51	2	1	94	86	29	-1	0
C=CCc1ccc(OCc2ccc(C(=O)OC)o2)c(OC)c1	0.8	-4	-23	0	-12	99	100	13	20	3
CCOC(=O)c1[nH]c2ccc(C)cc2c1N=CN(CC)CC	0.6	-2	-6	0	-10	76	74	16	.	1

Further entries follow.
SMILES	MRP1 act	GALR2 blocker	Yeast growth inh	Phagocytosis inh	Yeast life ext	HCT116 PTEN-null	HCT116 bCat-KO	Measles CPE	E-sel TNF inh	NPY Y2 blocker
Cc1ccc(-n2c(C)cc(C(=O)NS(=O)(=O)c3ccc(C)cc3)c2C)cc1	-3.1	-6	-28	-2	15	91	82	19	-18	7
Cc1cc(Nc2nc3ccccc3nc2Cl)n(-c2ccccc2)n1	-1.7	-6	5	-1	-10	15	21	6	6	5
COc1ccc(-c2[nH]n(-c3ccc([N+](=O)[O-])cc3)c(=O)c2C=NCc2ccc(F)cc2)cc1	-3.0	-15	-4	-3	-5	70	73	6	10	2
COc1ccc(C(=O)NNC(=O)c2ccccc2[N+](=O)[O-])cc1	-0.5	-10	15	-7	-2	102	93	36	.	0
CCOC(=O)COc1ccccc1-c1ccno1	-4.5	-1	-38	.	-13	87	102	19	-17	2
O=[N+]([O-])c1cc(-c2nnc(Nc3ccc(O)cc3)c3ccccc23)ccc1N1CCOCC1	-2.6	5	-26	-10	-6	31	39	5	.	-3
CCn1c(NCc2cc(Br)ccc2NS(=O)(=O)c2ccc(C)cc2)nc2ccccc21	-4.2	-1	-25	2	-5	29	62	9	16	3
Cn1cc(Cl)c(C(=O)Nc2cnn(Cc3ccc(F)cc3)c2)n1	0.9	3	-42	-3	-2	96	95	10	.	1

Yeast life ext: hit marks shown above
structure | GALR2 blocker | Phagocytosis inh | Yeast life ext | Measles CPE | E-sel TNF inh | NPY Y2 blocker
O=S(=O)(Nc1nc2ccccc2nc1Cl)c1ccccc1 | -6 | -13 | 30* | 19 | 2 | 1

Screening data as filed in PubChem.
